PLK1 PBD block: PLK1 (human) polo-box domain binding inhibition; P53350; Plk1 PBD binding of FITC phosphopeptide, fluorescence polarization; Potency, µM, without a hit: max response, negative = inhibition, usual class: inhibitors; hit rate 2.8% among 360,000; note: potency is the fitted concentration of half-maximal effect; series mostly up to about 57 µM; % is set by controls: 0 for no effect and ±100 for the full control effect; nearly all actives have a fitted effect of over 65% in size
WRN inhibitor: inhibitors of human WRN helicase; Potency, µM (series often up to 114 µM), without a hit: at the top dose activity change, negative = inhibition, hits mostly inhibitors; Q14191; hit rate 0.46% among 360,000; WRN helicase unwinding, fluorescent forked duplex, kinetic; note: potency is the fitted concentration of half-maximal effect; % is set by controls: 0 for no effect and ±100 for the full control effect; nearly all actives have a fitted effect of over 55% in size
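Primary qHTS, 1536-well format. 20 nM WRN + compound, 15 min RT; start with 100 nM forked fluorophore/quencher duplex, 2 mM ATP (final); kinetic read ex 525/em 598 nm.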
PI5P4K alpha inh: PI5P4K alpha (human) kinase inhibition | PI5P4Kalpha enzyme, ADP-Glo luminescence, 60 min; stronger effect = lower value | hit rate 1.2% among 330,000 | AID 652105 | max response, %; active = max response of -50% or lower; inconclusive = between -30% and -50%; inactive = -30% or higher; note: value at the top dose of about 77 µM; % is set by controls: 0 for no effect and ±100 for the full control effect
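Human PI5P4Kalpha with substrate in 0.038 M HEPES pH 7.4, 0.28 mM EGTA, 0.1% CHAPS, 5% DMSO; reaction started with 5 microM ATP (final), 60 min at room temperature. ADP formed read by ADP-Glo luminescence.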
CCT chaperon mod: changes cytosolic chaperonin activity; purified chaperonin ATPase assay, HTRF ADP detection, 30 min; activity change, % (no concentration beside the values), hits read low; hit rate 0.3% among 360,000; AID 651819; in the data active = activity change below about -30%; note: % is set by controls: 0 for no effect and ±100 for the full control effect
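We incubate TRiC, 40 or 20 nM final, with library compounds at 76 uM and 10 uM ATP for 30 min at 37 °C. ADP formed is detected with Transcreener HTRF reagents after 30 min at room temperature.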
EPAC1 antagonist: blocks human EPAC1 exchange factor | AID 720709 | hit rate 0.14% among 360,000 | EPAC1 GEF assay, Rap1b-BODIPY-GDP exchange fluorescence | Potency, µM (doses to about 115 µM), inactives show at the top dose activity change, negative = inhibition, most hits filed as inhibitors;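 note: potency is the fitted concentration of half-maximal effect; plate controls were vehicle for no effect and positive control for full effect; nearly all actives have a fitted effect of over 50% in size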
Target sequence (O95398 whole entry, looked up): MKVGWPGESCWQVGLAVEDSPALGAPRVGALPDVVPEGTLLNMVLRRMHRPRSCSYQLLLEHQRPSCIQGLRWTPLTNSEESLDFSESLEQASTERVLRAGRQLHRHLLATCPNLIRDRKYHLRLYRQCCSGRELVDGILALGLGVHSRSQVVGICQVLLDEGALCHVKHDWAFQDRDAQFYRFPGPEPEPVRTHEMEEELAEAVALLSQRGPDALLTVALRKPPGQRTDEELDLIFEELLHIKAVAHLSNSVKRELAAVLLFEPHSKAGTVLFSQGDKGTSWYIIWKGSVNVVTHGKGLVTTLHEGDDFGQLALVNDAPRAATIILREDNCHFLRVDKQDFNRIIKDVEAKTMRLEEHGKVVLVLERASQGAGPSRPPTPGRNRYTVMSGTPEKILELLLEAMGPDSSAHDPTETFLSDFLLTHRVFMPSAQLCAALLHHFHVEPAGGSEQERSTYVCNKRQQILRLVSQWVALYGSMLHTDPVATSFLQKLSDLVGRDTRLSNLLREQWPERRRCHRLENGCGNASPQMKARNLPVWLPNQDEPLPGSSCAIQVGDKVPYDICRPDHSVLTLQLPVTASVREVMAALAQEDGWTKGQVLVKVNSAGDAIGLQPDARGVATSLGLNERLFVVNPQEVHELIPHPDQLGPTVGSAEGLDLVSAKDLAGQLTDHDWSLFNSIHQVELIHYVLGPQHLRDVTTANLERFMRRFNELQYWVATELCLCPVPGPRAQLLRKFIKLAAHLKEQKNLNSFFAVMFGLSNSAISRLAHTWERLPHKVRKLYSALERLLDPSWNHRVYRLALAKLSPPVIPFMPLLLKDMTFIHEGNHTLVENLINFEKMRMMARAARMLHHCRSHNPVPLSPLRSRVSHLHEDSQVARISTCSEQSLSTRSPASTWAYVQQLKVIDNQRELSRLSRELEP
EPAC1 ag: EPAC1 (human) agonism. O95398. EPAC1 agonist qHTS, biochemical assay; response scale: 100% = response to 6.5 mM cAMP. Potency, µM (highest dose often 154 µM), for inactives: top-dose activation, usual class: activators. hit rate 0.073% among 360,000; note: potency is the fitted concentration of half-maximal effect; nearly all actives have a fitted effect of over 60% in size
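Nucleotide exchange by EPAC1 (100 nM) on Rap1B–BODIPY-GDP (250 nM) in the presence of 50 uM GDP is tracked fluorescently at 480/540 nm over 30 min. Signals are normalized to a 6.5 mM cAMP control.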
IL2 activator: activates IL-2 in a cell-based reporter assay; AID 652025; activation, % (series mostly up to about 46 µM); IL-2 activation reporter assay, cell-based qHTS; stimulated with anti-CD3/CD4/CD28 beads; in transgenic mouse T cells; hit rate 0.065% among 360,000; in the data active = activation above about 50%; inconclusive = mostly about 30% to 49%; note: 0% is about no effect
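Quantitative HTS in unstimulated transgenic mouse T cells, with memory T cells as non-tolerant control and PMA/ionomycin as tolerance-bypass control. Compound pretreatment lasted 60 minutes before 18 h bead stimulation; EGFP/DsRed fluorescence read.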
EPAC2 agonist: EPAC2 (human) agonism. Q8WZA2. EPAC2 activation, biochemical qHTS; response scale: 100% = 6.5 mM cAMP response. Potency, µM (top dose mostly 154 µM), for inactives: at the highest dose activation, usual class: activators. hit rate 0.079% among 360,000; note: potency is the fitted concentration of half-maximal effect; nearly all actives have a fitted effect of over 50% in size
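Setup: EPAC2 100 nM, labeled Rap1B complex 250 nM, free GDP 50 uM. Compound titrations pinned in, brief spin, 5 min room temperature incubation. Kinetic fluorescence read over 30 min, normalized to 6.5 mM cAMP.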
The depositor's hits bear a star; ? = inconclusive; / = no result given; [ ] = another dose, or the depositor's remark. Unless noted, calls come from the whole dose curve; as a rule, active = well fitted curve in the direction sought with a large enough effect; inconclusive = small, poorly fitted or top-dose-only effect, or another doubt; inactive = no such curve, though single readings can be large; an effect the other way counts as inactive or inconclusive. Only part of the results is shown; count on the stated rates, not on these rows.

SMILES	PLK1 PBD block	WRN inhibitor	PI5P4K alpha inh	CCT chaperon mod	EPAC1 antagonist	EPAC1 ag	IL2 activator	EPAC2 agonist
COc1ccc(Nc2nc3nonc3nc2N2CCCCC2)cc1	1%	-2%	0	0.4	-10%	12%	0.4	10%
CC(=O)Oc1ccc(C(=O)NCc2ccc3c(c2)OCO3)cc1	-3%	11%	-5	0.9	-10%	-7%	0.4	1%
O=C(NCCCN1CCOCC1)c1onc(CSc2ccccc2)c1C(=O)NCCCN1CCOCC1	-11%	-2%	9	1.6	-5%	-2%	0.6	2%
COc1ccccc1NC(=O)N1CCN(c2ccc(F)cc2)CC1	-14%	2%	0	0.4	1%	-1%	-1.4	-1%
CCOc1ccc2[nH]c(=O)c(CN(CCN3CCOCC3)Cc3nnnn3C(C)(C)CC)cc2c1	-8%	0%	/	-0.4	-3%	-4%	-1.4	-11%
COc1ccc(CCNC(=O)C2=COCCO2)cc1	-2%	-4%	2	1.3	-13%	2%	-0.6	-3%
Cc1ccc(C(=O)NCCN2CCOCC2)cc1Cl	-6%	0%	/	-4.3	11%	10%	-0.1	5%
Cc1ccc2nc(NC(=O)C3CCN(S(=O)(=O)c4cccs4)CC3)sc2c1	-9%	-11%	/	-1.1	-9%	18%	-2.5	13%
Nc1sc(-c2ccccc2)cc1C(=O)NCCc1c[nH]c2ccccc12	1%	-10%	-17	/	-7%	8%	0.0	10%
COc1ccc(CSc2n[nH]c(=O)[nH]c2=O)cc1	-4%	6%	-2	1.5	18%	-10%	-2.6	4%
COc1ccc(CCNC(=O)CCN2C(=O)C(C)Oc3ccc(C)cc32)cc1OC (configuration not stated)	-6%	-1%	-1	0.0	6%	-3%	-2.0	7%
S=C(NCC1COc2ccccc2O1)Nc1ccccc1 (configuration not stated)	-15%	3%	0	-3.8	?	-2%	-0.6	23%
O=C(NCCc1cn[nH]c1)C1CCC(=O)N(CCc2cccc(F)c2)C1 (configuration not stated)	3.4µM*	-6%	-15	-5.5	9%	12%	-6.2	7%
Nc1cc(=O)[nH]c(SCC(=O)Nc2ccc([N+](=O)[O-])cc2)n1	?	-5%	-19	-2.8	-23%	12%	12	-2%
COCCNc1oc(Cc2cccc3ccccc23)nc1C#N	-8%	-2%	-1	-0.8	-19%	17%	-0.6	7%

Reprinted from the part before: 6 entries, then new ones.
SMILES	PLK1 PBD block	WRN inhibitor	PI5P4K alpha inh	CCT chaperon mod	EPAC1 antagonist	EPAC1 ag	IL2 activator	EPAC2 agonist
COc1ccc(CSc2n[nH]c(=O)[nH]c2=O)cc1	-4%	6%	-2	1.5	18%	-10%	-2.6	4%
COc1ccc(CCNC(=O)CCN2C(=O)C(C)Oc3ccc(C)cc32)cc1OC (configuration not stated)	-6%	-1%	-1	0.0	6%	-3%	-2.0	7%
S=C(NCC1COc2ccccc2O1)Nc1ccccc1 (configuration not stated)	-15%	3%	0	-3.8	?	-2%	-0.6	23%
O=C(NCCc1cn[nH]c1)C1CCC(=O)N(CCc2cccc(F)c2)C1 (configuration not stated)	3.4µM*	-6%	-15	-5.5	9%	12%	-6.2	7%
Nc1cc(=O)[nH]c(SCC(=O)Nc2ccc([N+](=O)[O-])cc2)n1	?	-5%	-19	-2.8	-23%	12%	12	-2%
COCCNc1oc(Cc2cccc3ccccc23)nc1C#N	-8%	-2%	-1	-0.8	-19%	17%	-0.6	7%
CCOC(=O)C1CCN(CCC(=O)Nc2ccc(Br)cc2)CC1	-3%	-2%	2	-0.7	-9%	-2%	-0.5	4%
COCc1cc(C)n(CC(=O)Nc2c(C)cccc2C)c(=O)c1C#N	-7%	-3%	0	-1.8	1%	8%	-2.3	4%
CN(C)C(=O)C1Cc2ccccc2CN1S(=O)(=O)c1cccs1 (configuration not stated)	-13%	2%	0	-2.1	-7%	9%	-0.7	9%
Cc1cccc(C)c1NC(=O)CNC(=O)CNC(=O)Cc1cccc2ccccc12	-10%	-1%	5	-1.4	3%	13%	-0.1	8%
Cc1cc(C(=O)COC(=O)c2ccc(NC(=O)CC#N)cc2)c(C)n1CCc1ccc(F)cc1	2%	-12%	?	-0.8	10%	6%	1.0	7%
O=C(NCc1ccccc1)c1nc[nH]c1C(=O)N1CCN(c2ccccc2)CC1	4%	-1%	-1	-2.0	-20%	-9%	0.3	5%
Cc1cnc(Nc2nc3ccccc3o2)nc1C(=O)Nc1cccc(C(F)(F)F)c1	-5%	-9%	7	-1.1	0%	14%	-2.1	-13%
CC(C)N(C(=O)[C@H]1C[C@H](CC(=O)NC(C)(C)C)C(=O)N2CCc3c([nH]c4ccc(Cl)cc34)[C@]12C)C(C)C	2%	-6%	19	-0.2	-16%	-17%	-0.5	-3%
Cc1ccc(C2C=C(c3ccccc3)Nc3ncnn32)cc1 (configuration not stated)	30µM*	-1%	-16	-1.2	-5%	2%	1.6	7%
CC1CCN(C(=O)c2ccc(NC(=O)c3ccccc3)cc2)CC1	3%	6%	0	-0.8	-25%	-4%	-0.4	-3%
CC(=O)Nc1ccc(NC(=O)C(C)OC(=O)C2CCCC2)cc1 (configuration not stated)	-6%	-14%	-4	0.6	-3%	0%	-0.4	-1%
Cc1cc(NC(=O)Cn2ccc([N+](=O)[O-])n2)no1	2%	-3%	0	-1.1	1%	5%	0.0	10%
CCCc1cc(=O)oc2cc(C)cc(OC(C)C(=O)NCC3CCC(C(=O)O)CC3)c12 (configuration not stated)	-6%	-5%	9	-5.5	-8%	2%	-0.9	5%
Cc1nn(C)c(C)c1CN(C)C(=O)C1c2ccccc2Oc2ccccc21	-14%	-3%	-5	-0.9	20%	5%	1.0	2%
O=C(NC1CCCCCCC1)C1CCCN(S(=O)(=O)c2cnc[nH]2)C1 (configuration not stated)	-4%	5%	4	0.7	2%	-2%	-1.3	4%
O=C(c1cc(Cl)nc2ccccc12)N(Cc1nnc(-c2ccccc2Cl)o1)C1CC1	-3%	?	5	-2.9	-16%	8%	-1.1	13%
CCOC(=O)c1ccccc1NS(=O)(=O)c1ccccc1F	-3%	-12%[57.1 µM]	/	-0.3	-22%	15%	-0.5	13%
Cc1ccc(NC(=O)C(Cc2ccccc2)NC(=O)c2ccco2)cc1 (configuration not stated)	-7%	0%	/	-0.9	8%	7%	-2.5	6%
Cc1cc(C(=O)N2CC(C)CC(C)C2)c(C)o1 (configuration not stated)	0%	1%	0	-0.1	17%	2%	0.5	4%
Cc1nc2ccc(C(=O)N(C)Cc3ccccc3)cn2c1N(C)C(=O)CCc1ccccc1	-8%	-3%	-2	0.9	-20%	-1%	-0.5	4%
CC1CN(C(=O)COC(=O)c2ccc(N)c([N+](=O)[O-])c2)CC(C)O1 (configuration not stated)	-9%	7%	4	-1.2	?	2%	2.3	12%
COc1ccc(-c2nc3cccc(C)n3c2NCc2ccco2)cc1OC	-16%	-10%	-6	4.0	-1%	-2%	2.1	0%
Nc1nc(Cl)cc(Sc2ccc3ccccc3c2)n1	1%	0%	1	0.2	-12%	9%	-0.8	6%
O=c1c2cc([N+](=O)[O-])cc([N+](=O)[O-])c2[nH]n1-c1ccccc1	-9%	-19%	-98*	0.0	?	-12%	0.2	-17%
COc1ccc(Cc2nnc(SCC(=O)Nc3nc(C)cs3)o2)cc1	-4%	-24%	/	-0.1	-1%	0%	-2.0	1%
CC(C)(C)c1ccc(C(=O)/C(C#N)=C/c2cccs2)cc1	7.5µM*	-17%	10	-1.3	?	15%	-0.2	16%
COc1ccc(/C=C/c2nc(S(=O)(=O)c3ccccc3)c(N(C)C)o2)cc1OC	-6%	-6%	-4	-0.1	?	9%	-0.5	21%
Cc1ccc(-c2csc(NC(=O)c3ccc(S(=O)(=O)N4CCc5ccccc54)cc3)n2)cc1	-6%	-6%	-6	-0.6	-6%	8%	-1.5	11%
Cc1ccc(S(=O)(=O)Cc2ccc(C(=O)NC3CCCCCC3)o2)cc1	1%	4%	3	1.3	-18%	-12%	0.0	-2%
Cc1cc(C)n(CC(O)COc2ccc(Cl)cc2)n1 (configuration not stated)	-10%	-28%	-6	-3.2	-19%	9%	0.6	-4%
Cc1[nH]c2ccccc2c1C(=O)C(=O)NCc1nnnn1-c1ccc(F)c(F)c1	1%	10%	-2	1.1	4%	-7%	-1.2	0%

An excerpt of these results, field by field.
> CCOC(=O)c1ccccc1NS(=O)(=O)c1ccccc1F
  PLK1 PBD block = -3% | WRN inhibitor = -12%[57.1 µM] | PI5P4K alpha inh = / | CCT chaperon mod = -0.3 | EPAC1 antagonist = -22% | EPAC1 ag = 15% | IL2 activator = -0.5 | EPAC2 agonist = 13%
> Cc1ccc(NC(=O)C(Cc2ccccc2)NC(=O)c2ccco2)cc1 (configuration not stated)
  PLK1 PBD block = -7% | WRN inhibitor = 0% | PI5P4K alpha inh = / | CCT chaperon mod = -0.9 | EPAC1 antagonist = 8% | EPAC1 ag = 7% | IL2 activator = -2.5 | EPAC2 agonist = 6%

Assay outcomes deposited in PubChem by National Center for Advancing Translational Sciences (NCATS).
